Mtb RmlCD inh: M. tuberculosis RmlC/RmlD inhibition; RmlC+RmlD coupled enzyme assay, percent inhibition; primary screen in compound mixtures; 160,000 compounds, 0.03% hits; P9WH09+P9WH11; inhibition, % at 3.6 µM; in the data active means inhibition mostly above about 34%, no sharp cut-off; further: some results filed as inactive read as strong as hits
Target sequence (P9WH09 whole entry, looked up): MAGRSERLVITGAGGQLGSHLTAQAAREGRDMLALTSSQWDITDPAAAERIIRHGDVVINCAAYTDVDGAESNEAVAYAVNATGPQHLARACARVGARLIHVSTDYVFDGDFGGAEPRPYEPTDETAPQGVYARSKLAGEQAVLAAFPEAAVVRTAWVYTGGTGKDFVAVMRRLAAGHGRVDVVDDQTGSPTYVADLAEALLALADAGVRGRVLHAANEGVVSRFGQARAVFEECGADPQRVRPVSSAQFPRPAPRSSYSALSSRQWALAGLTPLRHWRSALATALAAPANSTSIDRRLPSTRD
Target sequence (P9WH11 whole entry, looked up): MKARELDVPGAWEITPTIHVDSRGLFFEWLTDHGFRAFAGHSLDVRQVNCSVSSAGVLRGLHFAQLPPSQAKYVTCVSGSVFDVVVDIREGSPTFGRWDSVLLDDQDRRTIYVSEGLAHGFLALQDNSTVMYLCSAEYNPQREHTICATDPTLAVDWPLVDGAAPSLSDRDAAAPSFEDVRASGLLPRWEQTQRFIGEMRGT
GlmU inhibition: inhibition of mycobacterial GlmU enzyme – biochemical, glucosamine-1-phosphate acetyltransferase (AID 1376); M. tuberculosis GlmU acetyltransferase enzyme assay; higher % means a stronger effect; one-dose inhibition, %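 (tested at 30 µM in the primary screen)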; IC50 in µM for titrated hits; 220,000 compounds, 0.25% hits; in the data active means inhibition above about 13%;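 further: 0% = complete reaction with vehicle and 100% = reaction without substrate; strong numbers were not always called active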
* = called active by the depositor; · = not tested or not shown.

SMILES	Mtb RmlCD inh	GlmU inhibition
O=C(c1ccccc1)N(Cc1ccc(F)cc1)Cc1nc2ccccc2c(=O)[nH]1	·	2.2%
Cc1nn(C)c(C)c1NC(=O)CCCSc1nc(-c2ccco2)cc(C(F)(F)F)n1	·	6.8%
Cc1ccc(NC(=O)C(Cc2ccccc2)N2C(=O)C3C4CCC(C4)C3C2=O)cc1Cl (stereo unspecified)	-5.3	1.3%
COc1cc(OC)cc(C(=O)NCc2ccc(-n3cccc3)cc2)c1	6.8	-4.6%
CCn1c(SCC(=O)c2c[nH]c3ccccc23)nc2cc(S(=O)(=O)N3CCOCC3)ccc21	9.9	-6.0%
COC(=O)c1ccc(C(=O)OC)c(NC(=O)N2c3ccccc3Sc3ccccc32)c1	7.6	1.5%
CN(C)S(=O)(=O)c1ccc(C(=O)Nc2ccccc2SCCC#N)cc1	-9.6	-7.2%
O=C(N1CCOCC1)N1CCN(Cc2ccccc2)CC1	·	2.3%
Cc1ccc(C2=N/C(=C\c3cccnc3)C(=O)O2)cc1	14.9	-9.1%
COC(=O)N/N=C/c1cc(Cl)c(OCc2ccc(F)cc2)c(OC)c1	-14.8	7.1%
N#Cc1ccc(NC(=S)NCCN2CCOCC2)cc1	-3.8	-0.9%
CC(=O)Nc1ccc(NC(=O)C(Cc2ccccc2)NC(=O)C2CCC(C)CC2)cc1 (stereo unspecified)	·	0.9%
N#C/C(=C\c1ccc(-c2cccc([N+](=O)[O-])c2)o1)C(=O)Nc1nc(-c2cccs2)cs1	·	-1.3%
CCOC(=O)C1(C)Oc2cccnc2NC1=O (stereo unspecified)	·	1.4%
CCCCNC(=S)N1CCn2cccc2C1c1ccc(F)cc1 (stereo unspecified)	·	0.8%
CC(c1ccccc1)n1cc(C(=O)NCC2COc3ccccc3O2)nn1 (stereo unspecified)	2.8	-0.1%
O=C(NCCCn1ccnc1)/C(=C/c1ccco1)NC(=O)c1ccco1	-0.8	1.3%
CCOc1ccc(CN2CCNC(=O)C2CC(=O)OC)cc1 (stereo unspecified)	-4.1	4.7%
NNC(=O)CNc1ccccc1Cl	-1.0	-6.2%
Cc1cccc(N2CCN(C(=O)c3ccc(N4CCCC4=O)cc3)CC2C)c1 (stereo unspecified)	·	0.8%
CCOC(=O)c1cccc(NC(=O)N2CCOCC2)c1	·	-5.7%
CCCN1C(=O)CN(C2CCCCCC2)C(=O)C1c1ccc(C)cc1 (stereo unspecified)	-39.4	1.0%
Cc1cc2c(c(SCC(=O)NCc3ccc(Cl)cc3)n1)C(=O)OC2	4.9	-2.2%
CC(NC(=O)CSc1n[nH]c(=O)[nH]c1=O)C1CC2CCC1C2 (stereo unspecified)	64.7	5.2%
CCN(c1ccccc1)S(=O)(=O)c1ccc(NC(=S)NC(=O)c2ccc(Br)o2)cc1	·	-1.9%

(listing goes on)
SMILES	Mtb RmlCD inh	GlmU inhibition
O=C(O)c1ccccc1Nc1ccnc(Cl)n1	5.2	2.8%
COC(=O)C1=C(C(=O)OC)SC(=C2C(=S)C(C)(C)N(C(=O)C(C)C)c3ccccc32)S1	15.0	-0.4%
Cc1ccnc(SCCn2c(N(C)Cc3ccccc3)nc3c2c(=O)n(C)c(=O)n3C)n1	·	0.0%
COC(=O)c1ccccc1NC(=S)NC(=O)c1ccccc1C	-13.4	·
NC(=O)NOCc1c(F)cccc1Cl	-0.3	-4.0%
CN(C)CCCN(Cc1ccc2c(c1)OCO2)C(=O)NC1CCCCC1	-7.2	·
O=C(Nc1nnc(SCc2cccc3ccccc23)s1)C1COc2ccccc2O1 (stereo unspecified)	-5.3	1.4%
O=C(CSc1nnc(-c2cccnc2)o1)Nc1ccccn1	-1.0	-3.9%
Cc1oc(/C=N/NS(=O)(=O)c2ccccc2)cc1Br	7.8	-2.0%
CCn1c(=O)cc(SCC(=O)Nc2ccc3c(c2)OCO3)c2ccccc21	8.0	2.5%
Cc1cccc(-n2cc(CN3CCCN(C=O)CC3)c(-c3cccc(F)c3)n2)c1	-12.0	0.9%
COc1cc(O)c(C(C)=O)c(CC(=O)O)c1	·	4.5%
O=C(NCc1ccc(F)cc1)C(=O)NCC1OCCN1C(=O)c1ccc(Cl)cc1 (stereo unspecified)	·	4.2%
O=C(Cn1nc(-c2ccccc2)ccc1=O)N1CCC2(CC1)OCCO2	7.2	-1.7%
COc1cccc(-c2noc(N)c2C#N)c1	-1.0	3.0%
CCCCCC1(C(=O)OCC)CC(CSC(=N)N)OC1=O (stereo unspecified)	5.3	-5.4%
Cc1nnc(NC(=O)c2cccc(NC(=O)C(C)C)c2)s1	14.2	1.6%
COc1ccc(CC(=O)NC(C)c2nnc(SCC(=O)c3ccc(Br)cc3)n2C)cc1 (stereo unspecified)	·	2.3%
Cc1csc(NC(=O)c2cnccn2)n1	-10.4	6.8%
O=C(O)c1ccc(COc2ccccc2/C=C2\NC(=O)N(Cc3ccccc3F)C2=O)cc1	-1.0	3.0%
O=C(COC(=O)CNC(=O)C12CC3CC(CC(C3)C1)C2)NC1CCS(=O)(=O)C1 (stereo unspecified)	-8.0	1.7%
CSCC[C@H](NC(=O)Nc1ccc(Oc2ccccc2)cc1)C(=O)O	-4.9	-4.6%
CCC(=O)CCC(=O)c1ccc2ccccc2c1	6.0	7.7%
Cc1ccccc1CN(CC(=O)Nc1cccc([N+](=O)[O-])c1)S(=O)(=O)c1ccc(Cl)cc1	4.3	2.2%
N#Cc1c(SCC(=O)O)nc(-c2ccccc2)c2c1CCCC2	2.0	1.5%

Next section.
SMILES	Mtb RmlCD inh	GlmU inhibition
CSc1ccccc1C(=O)NCCOc1ccccc1C	·	-1.8%
CCN(CC)CCOC(=O)c1ccc(NC(=O)CNC(=O)C2CCCCC2)cc1	-1.9	4.1%
O=C(OCc1ccc([N+](=O)[O-])cc1)C1CC(=O)N(c2ccccc2)C1 (stereo unspecified)	·	-2.8%
CC(C)Cc1nnc(NC(=O)CSc2nc(O)c(-c3ccccc3)c(=O)[nH]2)s1	11.8	-4.5%
O=C(CCCOc1ccccc1)N1CCN(c2ccccn2)CC1	·	-1.1%
CCOC(=O)CC(NC(=O)c1ccccc1F)c1ccc(C)cc1 (stereo unspecified)	9.9	-0.7%
Cc1cc(N2CCCC2=O)cc(C)c1CN1C(=O)c2ccccc2C1=O	-5.4	0.5%
Cc1ccc(C2(c3noc(CN(C)CCCN4CCOCC4)n3)CCCC2)cc1	-11.6	0.6%
COc1c(F)c(F)c(C(=O)Nc2cccc(Cl)c2N2CCOCC2)c(F)c1F	1.6	-2.9%
COc1ccc(-n2cc(CNCC3CCOCC3)c(-c3cccc(F)c3)n2)cc1	7.5	-11.0%
Cc1ccc(S(=O)(=O)n2ccc(OC(=O)c3cccs3)n2)cc1	·	1.5%
CN1CCN(C(=O)c2cnn(-c3ccccc3)c2NC(=O)c2cccs2)CC1	7.7	-1.2%
Cc1nnc2ccc(N3CCOCC3)nn12	·	-1.9%
Cc1cc(C)c(S(=O)(=O)ON2C(=O)c3ccccc3C2=O)cc1C	11.7	0.4%
CC(C)C[C@H]1C(=O)N2CCCC2[C@]2(O)O[C@](NC(=O)[C@@H]3C=C4c5cccc6[nH]cc(c56)CC4N(C)C3)(C(C)C)C(=O)N12 (stereo partly specified)	·	-0.9%
CCSc1nnc(NC(=O)c2nc3nc(C)cc(C)n3n2)s1	·	6.4%
NS(=O)(=O)c1ccc(CNC(=O)CC23CC4CC(CC(C4)C2)C3)cc1	-3.1	·
Nc1ccc2nc(SCc3ccc([N+](=O)[O-])cc3)sc2c1	-2.5	·
CS(=O)(=O)Nc1ccc(C(=O)NCc2ccco2)cc1	·	3.2%
O=C(Cc1cccs1)N1CCN=C1SCc1ccccc1Cl	·	-1.1%
COC(=O)c1ccc(S(=O)(=O)NCc2ccc(S(N)(=O)=O)cc2)n1C	·	-1.9%
O=C(CCSCCc1ccccn1)Nc1nccs1	6.8	6.6%
N/C(=N\OCC(=O)Nc1ccccc1)c1nonc1N	·	-1.2%
CCOC(=O)c1ccc(N=c2sc(C(=O)OC)cc(=O)n2-c2ccc(C(=O)OCC)cc2)cc1	·	0.3%
CCOC(=O)N1CCN(C(=O)c2cc(OC)cc(OC)c2)CC1	9.5	-0.9%

(next part)
SMILES	Mtb RmlCD inh	GlmU inhibition
CC(C)CC1(C(=O)NCCN2CCOCC2)C=CCN1C(=O)c1ccccc1 (stereo unspecified)	·	0.6%
Cc1ccc(C)c2sc(N)nc12	4.7	-4.8%
COc1ccc(OC)c2c1sc(=NC(=O)C1COc3ccccc3O1)n2C (stereo unspecified)	-2.8	6.3%
O=C1c2cccc3cccc(c23)C(=O)N1c1nccs1	·	4.0%
c1cn2cc(CN3CCOCC3)nc2s1	·	0.2%
CCS(=O)(=O)c1ccc2oc(SCC(=O)NC(C)C3CC4CCC3C4)nc2c1 (stereo unspecified)	-10.7	-5.8%
CCOC(=O)/C(=C\c1ccc([N+](=O)[O-])cc1)C(=O)c1cc(C(C)=O)c(Nc2ccccc2)s1	9.5	3.0%
Cc1ccc(CN2C(=O)N/C(=C\c3ccc(-c4ccc(C(=O)O)cc4C)o3)C2=O)cc1	13.0	·
O=c1[nH]c(=S)n(C2CC2)c(O)c1/C=N/Nc1cccc2ccccc12	-1.4	1.8%
C=CCN1C(=O)CSc2ccc(C(=O)NCCC3=CCCCC3)cc21	-12.0	6.6%
CC(=O)c1nn(-c2cccc(Br)c2)cc1C(=O)c1ccc(Br)cc1	7.3	2.8%
CC1CCCC(C)N1/N=C/c1cc(Br)c(O)c(Br)c1 (stereo unspecified)	-8.0	-2.2%
O=C(CNC(=O)c1cccc(F)c1)N/N=C/C=C/c1ccccc1	11.3	-4.3%
CCN1CCC2(CCNC2)C1 (stereo unspecified)	-1.5	-0.2%
COc1ccc(Oc2ccccc2/C=N/O)cc1	16.5	-1.3%
COc1ccc(C(=O)CSc2nnc(-c3ccccn3)n2Cc2ccco2)cc1	8.6	-1.5%
Nc1ccc(C(=O)Nc2ccco2)cc1	·	-0.5%
CCCCC(=O)Nc1cccc(NC(=S)NC(=O)C(C)C)c1	-14.9	1.7%
CCCn1c(CNC(=O)Cc2ccccc2)nc2ccccc21	2.1	-2.5%
CCCC(=O)Nc1ccc(C(=O)NNC(=O)COc2ccc(Br)c(C)c2)cc1	-1.1	·
CC(=O)N1CCc2cc(C(=O)CN3CCC(C)CC3)ccc21	5.7	0.4%
CCN1CCN(CCCOc2ccccc2-c2ccccc2)CC1	7.3	-7.4%
CCOC(=O)/C(C#N)=C\c1c(OCC)n(CC)c2ccccc12	10.3	-3.3%
O=C(CSCc1ccc(F)cc1)NCc1ccc(F)cc1	9.6	-4.2%
CCOC(=O)C1C(c2ccccc2Cl)NC(=O)N(C)C1(O)C(F)(F)F (stereo unspecified)	-6.0	0.1%

Going on with the list:
SMILES	Mtb RmlCD inh	GlmU inhibition
O=C(CSc1nc2ccccc2s1)Nc1ccc(Cl)c(C(=O)O)c1	-12.8	5.2%
COc1ccc(S(=O)(=O)Nc2cccc(F)c2C)cc1C(=O)N1CCOCC1	56.2	-0.7%
CC(C)[C@H](NC(=O)C1CCCC1)c1nc2ccccc2[nH]1	-13.7	-1.8%
Cc1ccc(CNC(=O)C2C3C=CC(C3)C2C(=O)O)cc1 (stereo unspecified)	·	-0.8%
Cc1ccc(-c2cc(C(F)(F)F)n3nc(C(=O)Nc4c(C)n(C)n(-c5ccccc5)c4=O)cc3n2)cc1	8.5	0.9%
N#CC1=C(N)OC2=C(CCc3ccccc32)C1c1ccccc1Cl (stereo unspecified)	·	-2.2%
COc1ccc(-c2c3c(=O)n(C)c(=O)n(C)c3cn2-c2cccc(OC)c2)cc1	·	14.0%*
CCOC(=O)C1(CC/C(C)=N\NC(N)=O)CC(C)OC1=O (stereo unspecified)	-13.0	3.2%
Cc1ccccc1CC1(CO)CCCN(C(=O)c2cccc(Cl)c2)C1 (stereo unspecified)	-5.3	-2.2%
CCN(C(=O)c1cccc(Br)c1)c1ccccc1	4.0	-3.3%
Cc1nn(CC#N)c(=O)n1-c1ccccc1F	-11.4	4.8%
COc1cccc(NC(=O)Cn2c(CCC(=O)O)ccc2-c2cccs2)c1	14.4	4.1%
CC(Nc1cccnc1)=C(C#N)C#N	13.8	-5.8%
O=C(Nc1ccc2oc(-c3ccc4ccccc4c3)nc2c1)c1ccc2c(c1)OCCO2	-1.1	-1.3%
CC1=C(C(=O)Nc2ccccc2)C(c2ccco2)NC(=O)N1 (stereo unspecified)	·	-4.0%
CCn1nnc(NC(=S)NC(=O)c2ccc(-c3cccc(Cl)c3)o2)n1	4.0	-0.6%
COC(=O)c1cccc(Nc2cc(C)nc(-c3ccccc3O)n2)c1	10.3	-4.3%

Gathered by group, the compounds so far with an aryl methoxy group (14)
SMILES	Mtb RmlCD inh	GlmU inhibition
COc1cc(OC)cc(C(=O)NCc2ccc(-n3cccc3)cc2)c1	6.8	-4.6%
COC(=O)N/N=C/c1cc(Cl)c(OCc2ccc(F)cc2)c(OC)c1	-14.8	7.1%
COc1cc(O)c(C(C)=O)c(CC(=O)O)c1	·	4.5%
COc1cccc(-c2noc(N)c2C#N)c1	-1.0	3.0%
COc1ccc(CC(=O)NC(C)c2nnc(SCC(=O)c3ccc(Br)cc3)n2C)cc1 (stereo unspecified)	·	2.3%
COc1c(F)c(F)c(C(=O)Nc2cccc(Cl)c2N2CCOCC2)c(F)c1F	1.6	-2.9%
COc1ccc(-n2cc(CNCC3CCOCC3)c(-c3cccc(F)c3)n2)cc1	7.5	-11.0%
CCOC(=O)N1CCN(C(=O)c2cc(OC)cc(OC)c2)CC1	9.5	-0.9%
COc1ccc(OC)c2c1sc(=NC(=O)C1COc3ccccc3O1)n2C (stereo unspecified)	-2.8	6.3%
COc1ccc(Oc2ccccc2/C=N/O)cc1	16.5	-1.3%
COc1ccc(C(=O)CSc2nnc(-c3ccccn3)n2Cc2ccco2)cc1	8.6	-1.5%
COc1ccc(S(=O)(=O)Nc2cccc(F)c2C)cc1C(=O)N1CCOCC1	56.2	-0.7%
COc1ccc(-c2c3c(=O)n(C)c(=O)n(C)c3cn2-c2cccc(OC)c2)cc1	·	14.0%*
COc1cccc(NC(=O)Cn2c(CCC(=O)O)ccc2-c2cccs2)c1	14.4	4.1%

Some of the compounds tested; count on the stated rates, not on these rows.
